# Screens as filed in PubChem BioAssay.
# SUMO HTRF inh = inhibitors of human SUMOylation (UBC9) | inhibition, % at 35 µM | HTRF SUMOylation assay, SAE1/SAE2 + UBC9, in vitro | hit rate 0.36% among 290,000 | AID 2006; in the data active = inhibition above about 50%, passing the limit was not always enough; note: strong numbers were not always called active
# Target sequence (P63279 whole entry, looked up): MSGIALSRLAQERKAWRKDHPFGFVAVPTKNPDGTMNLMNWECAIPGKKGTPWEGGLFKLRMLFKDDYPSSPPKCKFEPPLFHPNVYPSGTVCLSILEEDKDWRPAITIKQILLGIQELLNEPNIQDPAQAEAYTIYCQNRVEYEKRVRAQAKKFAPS
# NALP1 yeast inh = NALP1 inhibition. S. cerevisiae NALP1/ASC/caspase-1 growth, X-gal OD620, 72 h. inhibition, % at 10 µM. hit rate 0.61% among 280,000. AID 2071; in the data active = inhibition mostly above about 24%, no sharp cut-off; inactive = mostly below about 32%; note: some compounds called inactive have numbers as strong as hits
# IDE cell activ = IDE (human) activation, cell-based; P14735; hit rate 0.073% among 340,000; HEK cells, FAbeta-B cleavage, fluorescence polarization; 0% vehicle, 100% cell-free pure enzyme wells; AID 493087; activation, % at 5.96 µM;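 active = activation above the mean of all tested compounds plus 3 SD, set per screening campaign, cut at about 17% in these data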
# MEKK2 WT-MEK5 = raises or lowers MEK5 binding to wildtype human MEKK2 PB1 domain. bead flow cytometry, Alexa488-MEK5 binding to MEKK2 WT; actives lie on both sides. binding response (% of control), % at 10 µM. hit rate 1.1% among 290,000. Q9Y2U5; in the data active = binding response below about 67% or above about 130%
# M18AAP inhibitor = blocks P. falciparum M18 aspartyl aminopeptidase; hit rate 1.2% among 290,000; recombinant PfM18AAP, H-Glu-NHMec fluorogenic cleavage; AID 1822; inhibition, % at 7.35 µM;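 active = inhibition above the campaign mean inhibition over all tested compounds plus 3 SD, cut at about 28% in these data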;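 note: 0% = plate median of test compound wells and 100% = 2 mM ZnCl2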
# p-CIP stab down = lowers stability of the mouse p/CIP coactivator protein. Q05BA5. F442A p/CIP-EGFP cells, EGFP fluorescence, 16 h. decrease of EGFP signal, % at 10 µM. hit rate 0.01% among 290,000;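 active = EGFP signal decrease of at least 30% at 10 µM or well 3 SD below plate mean, unless failing retest; inactive = the rest, including hits failing retest or dose response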; note: some compounds called inactive have numbers as strong as hits; many of its hits are not listed in these tables
# MEKK3 PB1 HTS = MEKK3-MEK5 PB1 interaction, increase or decrease. bead-based flow cytometry, Alexa488-MEK5 binding to MEKK3; actives lie on both sides; 0 = blocked by unlabeled MEK5, 100 = vehicle. AID 1529. Q99759. hit rate 1.4% among 290,000. binding response (% of control), % at 10 µM;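 active = binding response more than 3 SD above or below the average of its plate-row segment, actives on both sides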;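 note: Alexa488 bead fluorescence after subtracting the streptavidin-only scavenger bead signal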
# Target sequence (Q99759 whole entry, looked up): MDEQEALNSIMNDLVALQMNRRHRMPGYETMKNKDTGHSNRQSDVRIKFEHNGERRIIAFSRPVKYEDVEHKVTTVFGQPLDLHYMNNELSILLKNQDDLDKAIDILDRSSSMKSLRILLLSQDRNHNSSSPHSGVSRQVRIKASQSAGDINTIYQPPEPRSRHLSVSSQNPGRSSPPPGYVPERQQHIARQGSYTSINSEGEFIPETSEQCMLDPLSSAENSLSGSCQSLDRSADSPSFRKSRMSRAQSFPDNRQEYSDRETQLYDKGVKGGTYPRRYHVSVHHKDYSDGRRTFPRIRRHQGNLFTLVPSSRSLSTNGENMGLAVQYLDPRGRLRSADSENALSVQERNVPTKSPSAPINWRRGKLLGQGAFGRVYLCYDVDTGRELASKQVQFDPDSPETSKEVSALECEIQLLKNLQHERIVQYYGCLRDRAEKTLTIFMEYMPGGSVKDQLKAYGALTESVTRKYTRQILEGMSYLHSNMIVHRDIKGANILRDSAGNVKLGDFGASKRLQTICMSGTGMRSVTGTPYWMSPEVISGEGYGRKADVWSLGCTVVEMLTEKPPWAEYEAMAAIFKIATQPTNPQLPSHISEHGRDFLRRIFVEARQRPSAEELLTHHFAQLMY
# IDE cell inh = cellular human IDE inhibition. P14735. HEK cells, FAbetaB cleavage, fluorescence polarization. inhibition, % at 5.59 µM. hit rate 0.41% among 320,000. AID 434962;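 active = percent inhibition above the average of all tested compounds plus 3 SD, set per screening campaign, cut at about 16% in these data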;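 note: IDE supplied by intact live HEK cells; FP after avidin binding of uncleaved biotin substrate so inhibition keeps polarization high; 0% = DMSO wells and 100% = 60 µM reference IDE inhibitor Ii1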
# MEKK2mut PB1 HTS = signal of MEK5 binding to mutant human MEKK2 PB1 domain; bead flow cytometry, Alexa488-MEK5 binding to MEKK2 mutant; percent response, % at 10 µM; hit rate 0.35% among 290,000; AID 1530; in the data active = percent response above about 24%, passing the limit was not always enough; note: inactives centre near 1; some results filed as inactive read as strong as hits; reference of the scale not given here
# The depositor's hits bear a star; / = not tested or not shown.
SMILES,SUMO HTRF inh,NALP1 yeast inh,IDE cell activ,MEKK2 WT-MEK5,M18AAP inhibitor,p-CIP stab down,MEKK3 PB1 HTS,IDE cell inh,MEKK2mut PB1 HTS
CN(Cc1cc2cc(F)ccc2[nH]1)Cc1nc(-c2cnccn2)no1,10.2,14.3,3.1,103.0,0.7,4.9,106.0,1.2,3.0
O=C(NC(=S)NNC(=O)c1ccccc1[N+](=O)[O-])c1ccccc1,-2.5,6.2,-7.3,91.0,22.4,-6.4,97.0,3.0,7.0
CCOCC(=O)Nc1c(C(=O)N2CCN(c3ncccn3)CC2)oc2ccccc12,-7.0,-2.8,4.8,99.0,-2.7,7.6,103.0,4.2,1.0
CCc1ccc(CN(C)C(=O)c2cc(COc3cc(C)c(Cl)c(C)c3)on2)nc1,-6.2,2.2,7.6,106.0,-1.3,-2.4,107.0,0.0,4.0
COc1ccc2c(c1)c1ncn(CCCN3CCOCC3)c(=O)c1n2C,36.6,14.5,-4.9,113.0,5.9,-6.1,110.0,-1.2,7.0
CCc1ccc(C(=O)N/N=C/c2ccncc2)s1,3.0,11.1,9.4,98.0,10.6,-9.3,105.0,/,0.0
Cc1nc(N2CCOCC2)[nH]c(=O)c1C(O)C(Cl)(Cl)Cl (stereo not given),2.5,/,0.3,96.0,-5.7,-1.7,101.0,-2.4,1.0
Clc1ccc(SCNc2ccccc2Cl)cc1,14.0,5.0,1.0,72.0,9.6,-1.0,85.0,0.3,4.0
CCN(CC)CCn1c(NC(=O)c2ccc(Cl)cc2)nc2ccccc21,22.9,19.6,-1.2,108.0,11.8,5.9,104.0,-2.1,5.0
CCOC(=O)c1sc2nc(C)nc(NCc3ccccc3)c2c1C,-22.5,-4.4,1.1,100.0,2.1,-5.7,96.0,-0.7,-4.0
COc1ccc(CNC(=S)NCc2ccc(Cl)cc2)cc1OC,-17.6,-3.6,0.7,102.0,0.4,8.6,102.0,0.2,0.0
Cc1ccoc1C(=O)NCc1occc1C(=O)O,9.0,19.5,3.0,102.0,3.3,-6.5,104.0,4.2,1.0
c1ccc(OCCCN2CCCC2)cc1,-12.7,0.4,2.9,102.0,1.4,-9.8,102.0,2.3,2.0
COCCn1c(CN2CCN(C)CC2)nc2c1c(=O)n(C)c(=O)n2C,3.8,-7.7,1.7,117.0,-2.5,-18.6,116.0,/,13.0
COCCNCC(O)CON=C1c2ccccc2-c2ccccc21 (stereo not given),17.4,0.6,2.9,120.0,-7.8,-4.1,106.0,2.8,11.0
COc1ccc(NC(=O)C2C3C=CC4(O3)C2C(=O)N(CCN2CCCCC2)C4C(=O)NC2CCCC(C)C2C)cc1 (stereo not given),-9.7,3.5,2.0,106.0,0.3,-6.8,103.0,6.7,0.0
COc1ccc(NC(=O)Nc2cccc(C)n2)c(OC)c1,-2.6,24.0,-3.5,109.0,-9.5,6.0,105.0,2.6,2.0
CCCCC(=O)c1c(C)cc(C)[nH]c1=O,24.2,8.9,6.9,103.0,9.0,-14.9,99.0,0.8,2.0
O=C(CCC(=O)N1CCOc2ccc(Cl)cc21)NCCCN1CCN(Cc2ccccc2)CC1,5.7,8.5,1.3,108.0,-2.3,-8.9,99.0,5.5,0.0
O=C(Nc1ccccc1C(=O)N1CCOCC1)c1cccc(S(=O)(=O)N2CCCC2)c1,16.1,25.2,2.0,97.0,1.8,-6.5,93.0,/,-4.0
COc1ccc(CNC(=O)c2cccc(NC3=NC4CS(=O)(=O)CC4S3)c2)cc1 (stereo not given),-2.5,1.6,-0.9,99.0,-0.5,2.7,100.0,5.5,-1.0
CN(C)C(CNC(=O)/C=C/c1cccc(Cl)c1)c1ccccc1 (stereo not given),15.2,11.2,-8.0,111.0,-10.9,-4.6,104.0,-0.5,2.0
O=C1N/C(=C/c2ccc(N3CCCC3)cc2)C(=O)N1c1ccccc1,36.7,29.1,-7.0,98.0,-9.7,-0.2,98.0,11.8,0.0
CC(C)c1cccc(C(C)C)c1NC(=O)CNCc1ccccc1F,-17.5,27.1,-1.4,100.0,3.6,-1.6,98.0,1.0,-1.0
COc1ccc(NC(=O)Nc2ccc3nc(C)c(C)nc3c2)cc1,22.6,1.5,-1.8,112.0,0.6,-2.8,104.0,-1.8,3.0
CCOc1cc(S(=O)(=O)NCCc2ccc(OC)c(OC)c2)c(OCC)cc1-n1cnnn1,15.9,-11.2,4.5,95.0,-1.4,-5.3,92.0,4.5,-5.0
COC(=O)c1ccc(S(=O)(=O)N(Cc2ccccc2)Cc2ccccc2)n1C,-18.8,8.3,6.3,104.0,2.0,-9.9,106.0,-1.1,3.0
Cc1cc(NC(=O)c2cccc(N3C(=O)CCC3=O)c2)no1,-10.4,-0.5,-0.2,105.0,-32.5,-6.4,103.0,-3.8,4.0
COC(=O)N=Nc1c(O)[nH]c2ccc(Br)cc12,-14.2,3.1,-4.3,99.0,4.8,6.3,101.0,-0.8,2.0
COCC(=O)NCc1ccc2c(c1)cc(C)n2C,6.6,22.2,4.1,92.0,5.5,-5.5,92.0,-0.1,-1.0
O=C(CNC(=S)N(Cc1ccccc1)Cc1cccs1)NCc1ccc(F)cc1,-15.0,7.3,5.6,93.0,4.1,16.0,98.0,/,-1.0
O=C(c1ccco1)N1CCN(C(=O)c2cnn3c(C(F)(F)F)cc(-c4cccs4)nc23)CC1,38.5,10.8,0.0,105.0,7.4,-8.2,101.0,-2.2,5.0
Cc1ccc(S(=O)(=O)C2(C(=O)N3CCCC(C)C3)CC2)cc1 (stereo not given),-1.6,9.1,0.6,101.0,0.3,3.6,94.0,-3.0,0.0
N#CCC(=O)Nc1nc(-c2ccc3c(c2)OCCO3)cs1,-3.2,13.1,-7.1,99.0,5.4,-17.1,101.0,2.2,-4.0
COc1ccccc1-n1c(SCC(N)=O)nc2c(c1=O)SCC2,12.7,3.4,-2.6,97.0,-0.4,-4.6,98.0,6.8,2.0
COc1cc(C(=O)O)ccc1Cl,13.5,/,-1.8,100.0,0.1,-4.5,101.0,-1.0,-2.0
CN1CCN(c2ccc(-c3ccc4ccccc4n3)cc2)CC1,30.7,18.0,0.0,109.0,4.2,-17.9,98.0,/,2.0
O=S1(=O)CCO[C@H]2Cc3ccccc3[C@H]2N1Cc1ccccc1,-10.2,11.1,-2.3,95.0,-2.0,1.9,97.0,-0.8,-7.0
Cc1cccn2c(=O)c3cc(C(=O)N4CC(C)CC(C)C4)sc3nc12 (stereo not given),-3.7,15.7,5.4,101.0,-2.7,3.7,103.0,3.2,2.0
O=C(CNC(=O)c1cccs1)NCC(=O)OCc1ccc(F)cc1,14.2,10.2,4.7,93.0,-4.8,-15.2,91.0,3.8,-5.0
CC(C)S(=O)(=O)N1CCN(c2ccnc3cc(Cl)ccc23)CC1,8.4,22.9,/,100.0,0.1,5.6,101.0,23.3*,-2.0
Cc1ccc(Nc2ncc3c(n2)CC(C)CC3=O)c(C)c1 (stereo not given),25.3,10.2,2.0,86.0,-17.1,5.0,86.0,11.0,-7.0
CC(NCc1cccs1)c1ccccc1 (stereo not given),-5.6,-10.3,-3.0,108.0,0.2,3.8,109.0,0.8,8.0
CN(CC(=O)Nc1cc([N+](=O)[O-])ccc1Cl)Cc1ccc(Br)cc1,-10.9,32.1,3.1,110.0,2.8,1.6,105.0,4.9,25.0
COc1cc(Cl)c(S(=O)(=O)N2CCN(Cc3ccc4c(c3)OCO4)CC2)cc1Cl,-10.6,28.4,-1.1,109.0,1.1,0.1,111.0,4.5,9.0
O=C(COC(=O)C1COc2ccccc2O1)Nc1cccc(S(=O)(=O)N2CCCCC2)c1 (stereo not given),-3.5,-13.9,7.3,99.0,-4.0,-5.5,98.0,3.1,0.0
Oc1ccc(C2N=C(c3ccccc3)NC(c3ccccc3)=N2)cc1,11.4,17.9,-1.2,/,-9.8,-4.6,/,-2.2,/
Nc1nc2ccccc2n1CCOc1ccc(Br)cc1,10.0,/,-2.2,129.0,-10.3,-4.2,105.0,-1.4,4.0
Cc1ccc(S(=O)(=O)C(CNC(=O)C(C)C)c2cccs2)cc1 (stereo not given),-0.3,5.3,2.3,102.0,-7.1,-3.9,100.0,2.2,0.0
Cc1ccc2[nH]c(=O)c(C(c3nnnn3C3CCCC3)N3CCCc4ccccc43)cc2c1 (stereo not given),9.4,9.1,-7.1,87.0,9.9,0.2,95.0,4.0,3.0
COc1ccc(N2C(=O)CS/C2=C\[N+](=O)[O-])cc1,-23.3,20.5,3.7,61.0,7.1,-2.4,62.0,-1.1,-20.0
CCCc1ccc(OCc2ccc(C(=O)N3CCN(c4ccccn4)CC3)o2)c(OC)c1,-31.5,13.9,3.8,103.0,3.4,1.5,103.0,-2.9,1.0
CC(C)N=Cc1c(O)[nH]c2ccccc12,0.3,-1.8,6.7,102.0,1.8,-1.1,102.0,0.4,4.0
CSc1ccccc1NC(=O)c1ccccc1,0.9,7.5,5.6,96.0,0.5,-5.7,106.0,7.4,-2.0
NC(=O)c1ncc(C(F)(F)F)cc1Oc1ccc(C(F)(F)F)cc1,-1.3,48.1,2.1,80.0,-1.1,2.5,72.0,-3.7,-15.0

# Gathered by group, those above containing four or more nitrogen atoms (twelve)
SMILES,SUMO HTRF inh,NALP1 yeast inh,IDE cell activ,MEKK2 WT-MEK5,M18AAP inhibitor,p-CIP stab down,MEKK3 PB1 HTS,IDE cell inh,MEKK2mut PB1 HTS
CN(Cc1cc2cc(F)ccc2[nH]1)Cc1nc(-c2cnccn2)no1,10.2,14.3,3.1,103.0,0.7,4.9,106.0,1.2,3.0
O=C(NC(=S)NNC(=O)c1ccccc1[N+](=O)[O-])c1ccccc1,-2.5,6.2,-7.3,91.0,22.4,-6.4,97.0,3.0,7.0
CCOCC(=O)Nc1c(C(=O)N2CCN(c3ncccn3)CC2)oc2ccccc12,-7.0,-2.8,4.8,99.0,-2.7,7.6,103.0,4.2,1.0
COc1ccc2c(c1)c1ncn(CCCN3CCOCC3)c(=O)c1n2C,36.6,14.5,-4.9,113.0,5.9,-6.1,110.0,-1.2,7.0
CCN(CC)CCn1c(NC(=O)c2ccc(Cl)cc2)nc2ccccc21,22.9,19.6,-1.2,108.0,11.8,5.9,104.0,-2.1,5.0
COCCn1c(CN2CCN(C)CC2)nc2c1c(=O)n(C)c(=O)n2C,3.8,-7.7,1.7,117.0,-2.5,-18.6,116.0,/,13.0
COc1ccc(NC(=O)C2C3C=CC4(O3)C2C(=O)N(CCN2CCCCC2)C4C(=O)NC2CCCC(C)C2C)cc1 (stereo not given),-9.7,3.5,2.0,106.0,0.3,-6.8,103.0,6.7,0.0
O=C(CCC(=O)N1CCOc2ccc(Cl)cc21)NCCCN1CCN(Cc2ccccc2)CC1,5.7,8.5,1.3,108.0,-2.3,-8.9,99.0,5.5,0.0
COc1ccc(NC(=O)Nc2ccc3nc(C)c(C)nc3c2)cc1,22.6,1.5,-1.8,112.0,0.6,-2.8,104.0,-1.8,3.0
CCOc1cc(S(=O)(=O)NCCc2ccc(OC)c(OC)c2)c(OCC)cc1-n1cnnn1,15.9,-11.2,4.5,95.0,-1.4,-5.3,92.0,4.5,-5.0
O=C(c1ccco1)N1CCN(C(=O)c2cnn3c(C(F)(F)F)cc(-c4cccs4)nc23)CC1,38.5,10.8,0.0,105.0,7.4,-8.2,101.0,-2.2,5.0
Cc1ccc2[nH]c(=O)c(C(c3nnnn3C3CCCC3)N3CCCc4ccccc43)cc2c1 (stereo not given),9.4,9.1,-7.1,87.0,9.9,0.2,95.0,4.0,3.0

# This is a subset; the hit share may differ from the screen's.
